Screening results as filed in PubChem.
KDM5B inh: Primary screen for KDM5B Histone Demethylases FDH-coupled qHTS; KDM5B demethylase, FDH-coupled NADH fluorescence (FDH is formaldehyde dehydrogenase); Potency, µM (series often up to 57.7 µM), inactives show top-dose activity change, negative = inhibition, most hits filed as inhibitors; 2.6% of 220,000 active; AID 1347165, 2019; active means well fitted inhibition curve with a large enough effect; inconclusive means small, poorly fitted or top-dose-only effect; inactive means no such curve, though single readings can be large or run the other way; further: 0% is about no effect; nearly all actives have a fitted effect of over 70% in size
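qHTS format, multiple compound concentrations. Buffer 50 mM HEPES pH 7.5/0.01% Tween-20; 200 nM KDM5BΔAP final; 10 min compound preincubation; substrate-mix levels 12.5 µM peptide, 25 µM α-KG, 0.25 mM NAD⁺; 30 min RT; ΔRFU.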
Active calls of the source: *; ? = inconclusive; [ ] = another dose, or the depositor's remark. Potency means the concentration at half of the fitted maximal effect.

KDM5B inh	Structure
12%	CCCNC(=O)C(NC(=O)c1ccc(OC)cc1)C1CCN(C(=O)c2ccccc2C)CC1 (stereo unspecified)
?	Cc1c(C(=O)Nc2cccc(F)c2)oc2c1-c1nn(Cc3c(F)cccc3Cl)cc1CC2
16%	CCOC(CNC(=O)c1ccc2c(c1)ncn2-c1cccc(C)c1)OCC
2%	CCCC(C)NC(=O)c1ccc(N(C)C)cc1 (stereo unspecified)
-15%[86.2 µM]	CN1[C@@H](CCC(=O)N2CCc3ccccc32)CNC(=O)[C@@H]2[C@H]1CCN2CC(C)(C)C
2%	Cc1ccc(C(=O)N2CCC(C(NC(=O)c3cccs3)C(=O)NC3CC3)CC2)cc1 (stereo unspecified)
?	CCn1c(-c2ccccc2)cc2ccccc21
?	N#Cc1cnc2ccc(F)cc2c1Nc1cccc(C(F)(F)F)c1
10%	O=C(Nc1ccccc1OC(F)F)C1=NN(C2CCS(=O)(=O)C2)C(=O)CC1 (stereo unspecified)
8%	CC(=O)NCC(=O)N1c2ccccc2CC1c1nc(C(C)C)no1 (stereo unspecified)
19%	COCCNC(=O)C1CCN(C(=O)C2CN(c3cccc(OC)c3)C(=O)N2)C1 (stereo unspecified)
20%	COCCCNC(=S)NNC(=O)c1cc(C2CC2)nc2ccccc12
5%	COCCCNC(=O)CSc1nc2cc3c(cc2c(=O)n1CCCCCC(=O)NCCc1ccc(OC)c(OC)c1)OCO3
5%	C=CCOc1ccc2c(=O)c(-c3ccc(OC)c(OC)c3)c(C(F)(F)F)oc2c1
-21%	CCc1ccc(-n2c(SCc3nc(-c4cc(OC)ccc4OC)no3)nnc2-c2ccccc2)cc1
-12%	COCC(=O)NC1CCC12CCN(C(=O)c1ccc(C)nc1)CC2 (stereo unspecified)
?	CN(C)c1ccc(P(=O)(COc2ccc([N+](=O)[O-])cc2)c2ccc(N(C)C)cc2)cc1
-16%	CCOc1cccc(C2CC(=O)Nc3cc4c(cc32)OCCO4)c1 (stereo unspecified)
-11%[86.2 µM]	CCN(CC)Cc1nc(C2(O)CCN(Cc3ccccc3F)CC2)cs1
12%	CNC(=O)NC(=O)CN(C1CCCC1)C1CCCC1
-19%	O=C(CN1C(=O)CSc2ccc(S(=O)(=O)N3CCCC3)cc21)NCc1ccccc1Cl
2%	COc1ccccc1NC(=O)C1CCN(c2ncnc3c2nc2n3CCCCC2)CC1
-76%	Cc1ccc(-c2csc3ncnc(Nc4ccc(C(=O)O)cc4)c23)cc1
14%	CCOC(=O)Cc1cc(=O)c2cc(C)ccc2[nH]1
-30%	COc1cc(=O)n2c(c1C(=O)NCC1CCOc3ccccc3C1)CCNCC2 (stereo unspecified)

Shown tab-delimited: part of the list above.
SMILES	KDM5B inh
O=C(Nc1ccccc1OC(F)F)C1=NN(C2CCS(=O)(=O)C2)C(=O)CC1 (stereo unspecified)	10%
CC(=O)NCC(=O)N1c2ccccc2CC1c1nc(C(C)C)no1 (stereo unspecified)	8%
COCCNC(=O)C1CCN(C(=O)C2CN(c3cccc(OC)c3)C(=O)N2)C1 (stereo unspecified)	19%
COCCCNC(=S)NNC(=O)c1cc(C2CC2)nc2ccccc12	20%
COCCCNC(=O)CSc1nc2cc3c(cc2c(=O)n1CCCCCC(=O)NCCc1ccc(OC)c(OC)c1)OCO3	5%
C=CCOc1ccc2c(=O)c(-c3ccc(OC)c(OC)c3)c(C(F)(F)F)oc2c1	5%
CCc1ccc(-n2c(SCc3nc(-c4cc(OC)ccc4OC)no3)nnc2-c2ccccc2)cc1	-21%
COCC(=O)NC1CCC12CCN(C(=O)c1ccc(C)nc1)CC2 (stereo unspecified)	-12%
CN(C)c1ccc(P(=O)(COc2ccc([N+](=O)[O-])cc2)c2ccc(N(C)C)cc2)cc1	?
CCOc1cccc(C2CC(=O)Nc3cc4c(cc32)OCCO4)c1 (stereo unspecified)	-16%
CCN(CC)Cc1nc(C2(O)CCN(Cc3ccccc3F)CC2)cs1	-11%[86.2 µM]
CNC(=O)NC(=O)CN(C1CCCC1)C1CCCC1	12%
O=C(CN1C(=O)CSc2ccc(S(=O)(=O)N3CCCC3)cc21)NCc1ccccc1Cl	-19%
COc1ccccc1NC(=O)C1CCN(c2ncnc3c2nc2n3CCCCC2)CC1	2%
Cc1ccc(-c2csc3ncnc(Nc4ccc(C(=O)O)cc4)c23)cc1	-76%
CCOC(=O)Cc1cc(=O)c2cc(C)ccc2[nH]1	14%
COc1cc(=O)n2c(c1C(=O)NCC1CCOc3ccccc3C1)CCNCC2 (stereo unspecified)	-30%

New compounds follow
KDM5B inh	Structure
?	Cc1noc(-c2ccco2)c1C(=O)N(C)Cc1ccccc1
18%[115 µM]	CC(=O)NCCC(=O)N1CCC2(CC1)CN(C(=O)Cc1ccccc1)CCO2
-26%	CCOC(=O)c1noc2ncnc(Nc3ccc(F)cc3F)c12
13%[11.5 µM]	Cc1cc2oc(C(=O)Nc3c(C)n(C)n(-c4ccccc4)c3=O)cc(=O)c2cc1C
?	COCCCNc1nc2c(c(=O)n(C)c(=O)n2C)n1Cc1ccccc1
18%	COc1ccc(NC(=O)CSc2nc(Cl)nc3nc[nH]c23)cc1
21%	Cc1ccccc1Cn1cc(CN2[C@@H](C)COc3cc(Br)ccc3S2(=O)=O)nn1
3%	COc1ccccc1CNC(=O)CC1COCCN1C(=O)c1cnccn1 (stereo unspecified)
?	COc1ccc(-c2nc(C3CC3)nc3c2CCN(Cc2ccc(NC(C)=O)cc2)CC3)cc1
19%	Cc1ccc(CS(=O)Cc2c(F)cccc2Cl)cc1 (stereo unspecified)
12%	Cc1sc(NC(=O)c2ccc3c(c2)OCO3)c(C#N)c1C
16%	C/C(=N/NC(=S)NC(C)C)c1ccc(C2CCCCC2)cc1
-6%	CC(C)CC(C(=O)NC1CCN(Cc2ccccc2)CC1)N1Cc2ccccc2C1=O (stereo unspecified)
3%	O=C(NC1CC1)C(NCc1cccc(Cl)c1)c1ccc(F)cc1 (stereo unspecified)
34%[activator]	CCOc1ccc(CN2CCC(c3nnc(Cn4cncn4)n3C)CC2)cn1
-8%	Cc1nc(C(=O)N2CC(F)(F)C[C@H]2c2nnc(C3CC3)o2)co1
-11%[86.2 µM]	COc1cccc(N2CC(C(=O)N3CCOCC3)NC2=O)c1 (stereo unspecified)
1%	CCOC(=O)c1c(NC(=O)c2cc(=O)c3c(C)cc(C)cc3o2)sc(C)c1C
?	CC(C)[C@@H](N)C(=O)N1CCC(n2nccc2NC(=O)c2cccc(F)c2)CC1
?	CCC(=O)NNc1ncnc2c1cnn2-c1ccc(C)c(Cl)c1
-8%	CCOC(=O)N1CCN(Cc2cc(=O)oc3cc(C)ccc23)CC1
8%	O=C(c1cc(=O)c2ccccc2o1)N1CCC(Cc2ccccc2)CC1
-14%	NS(=O)(=O)c1ccc2nc(NC(=O)Nc3ccccc3F)sc2c1
?	Cc1ccc2[nH]c(=O)c3cc(C(=O)NC4CCC(C)CC4)sc3c2c1 (stereo unspecified)
-5%	CCOc1ccc(C2C(C(=O)Nc3ccc(OC)cc3)=C(C)Nc3nc(CCCO)nn32)cc1 (stereo unspecified)
12%	O=C(O)c1ccc2[nH]ncc2c1
1%	O=C(CC1C(=O)N(C2CCCC2)c2nc3ccccc3n21)Nc1ccc2c(c1)OCO2 (stereo unspecified)
?	CCCN(CCC)CCCNC(=O)c1cc2c(=O)[nH]c3ccccc3c2n1C
-4%	CCn1cnc2c1c(=O)n(CC(=O)Nc1cccc(OC)c1)c(=O)n2Cc1ccccc1
1%	COc1cccc(CN(C)CC(=O)Nc2cc(C)nn2-c2ccccc2C)c1
-26%	O=C(COc1ccc(Cl)cc1)N1CCc2n[nH]c(=O)n2CC1
-15%	Cc1ccc(C2(O)CCN(C(=O)C(N)CC3CCCC3)CC2)nc1 (stereo unspecified)
23%	CCc1ccc(-c2n[nH]c(=O)c3ccccc23)cc1
-5%	COc1ccc(NC(=O)N2CC(N(C3CCOCC3)S(C)(=O)=O)C2)cc1F
?	COc1ccc2[nH]c3c(c2c1)CCN(C)C31CCN(C(=O)c2ccco2)CC1
21%	CCN(C(=O)C1CCCCC1)C1CC1
18%	Cc1cc(C)n(CCC(=O)N2[C@@H]3CC[C@H]2CC(NC(=O)c2ccc(F)cc2)C3)n1 (stereo partly specified)
-13%[115 µM]	O=C(NCc1ccccc1)N1CCN2C(=O)NC[C@H]2C1
7%	CCOc1ccc(N2CC(NC(=O)C3CCCCC3)CC2=O)cc1 (stereo unspecified)
5%	CC1(C)C[C@H](NC(=O)c2cccnc2)[C@@]2(CCC(=O)NCCN3CCOCC3)CC[C@](C)(O)C[C@@H]12
29%	O=C(CC1CCCN(c2cn[nH]c(=O)c2)C1)N1CCCCCC1 (stereo unspecified)
-1%	CC1CN(/C=C/C=O)C(C)CC1OC(=O)c1ccccc1 (stereo unspecified)
?	CN(C)CCNC(=O)c1ccc(-c2nnc3ccc(NC(=O)C4CCC4)cn23)cc1
?	Cc1cc(=O)n(CC(=O)Nc2ccc(Br)cc2)c(N2CCc3ccccc3C2)n1
-8%	O=C(c1cccnc1CCC1COc2ccccc2O1)N1CCCC1 (stereo unspecified)
-14%	CC(C)CC(=O)N1CCCC(c2noc(COc3ccccc3F)n2)C1 (stereo unspecified)
7%	CCCCn1c(N)c(N(CC(C)C)C(=O)c2cc(C)oc2C)c(=O)[nH]c1=O
3%	O=C(CSc1nnc(-c2ccc3c(c2)OCO3)o1)NC1CCCC1
10%	CCC(C)(Nc1ccc(OC)c(OC)c1)c1nnnn1-c1c(C)cccc1C (stereo unspecified)
15%	O=C(CSc1nc(-c2ccccc2F)nc2cc(=O)[nH]n12)N1CCc2ccccc21

Further results.
KDM5B inh	Structure
?	COc1ccc(-c2cnc(N)nc2-c2ccc(OC)cc2)cc1
-1%	Cc1ccc(-n2nc(C)c(=O)c(-c3ccccc3)c2NC(=O)C(C)C)cc1
12%	CCCOC(=O)C(C)Oc1ccc2c(=O)c(Oc3ccccc3Cl)coc2c1 (stereo unspecified)
-23%	O=C(CCc1nc2ccccc2[nH]1)N1CCCC(Cc2noc(-c3ccccc3)n2)C1 (stereo unspecified)
2%	CCN(CC(=O)Nc1c(F)cccc1F)C(=O)C1CC(=O)N(Cc2ccccc2)C1 (stereo unspecified)
1%	COc1ccc(OC)c(S(=O)(=O)N2CCCCCCNC(=O)[C@@H]3CCC[C@@H]32)c1
-11%	COc1ccc(CCNC(=O)C2CCCN(c3ccc4nnc(C(F)(F)F)n4n3)C2)cc1 (stereo unspecified)
11%	CCOc1cc(C(=O)N(Cc2ccccc2)c2ccc(C)cc2)ccc1OCC(=O)N1CCOCC1
12%	O=C(c1ccc(F)cc1)N1CCC(OCC2CC2)C1 (stereo unspecified)
5%	N#CCSc1ccccc1C(=O)Nc1ccc2c(c1)CCC2
1%	Cc1ccc(NC(=O)CN(C)C(=O)CNC(=O)c2ccc3c(c2)OCO3)cc1
9%	COc1cccc(C(=O)N2CCC(N3C[C@H](O)C[C@H]3C(=O)NCc3ccc(C)cc3)CC2)c1
-5%	O=C1CC(c2ccccc2)N(C(=O)CNC(=O)c2cccnc2)CCCCCCN1 (stereo unspecified)
-26%	COc1cc(OC)c(NC(=O)N2CCSc3ccccc32)cc1Cl
2%	Cc1ccc(C)c(NC(=O)CN2C(=O)C3(SCC(=O)N3c3ccc(C)c(C)c3)c3ccccc32)c1 (stereo unspecified)
-1%[86.2 µM]	Cc1nn(CCC#N)c(C)c1[C@@H]1C=C[C@@H](NC(=O)CCCC(=O)O)C1
0%	COc1cc(Cl)c(C)cc1NC(=O)c1nc2ccccc2nc1N1CCCC1
17%	CC1(C)C2CCC1(C)C(NC(=O)C1CCC1)C2 (stereo unspecified)
-12%[86.2 µM]	O=C(O)CC1(CC(=O)N[C@H]2CO[C@H]3[C@@H]2OC[C@H]3O)CCCC1
32µM*	Cc1noc(C)c1-c1cnc2[nH]cc(CC(N)=O)c2c1
4%	CC(C)OP(=O)(c1ccc(N(C)C)cc1)C(O)c1cccnc1 (stereo unspecified)
?	CC(C)(C)c1noc(-c2nnn3c2COC(c2ccc(Cl)cc2)C3)n1 (stereo unspecified)
18%	CCOc1ccc(CN(C)S(=O)(=O)c2cnn(C)c2)cc1OC
-25%	Cc1noc(-c2ccco2)c1C(=O)NCc1ccc(F)cc1F
10%	O=C(/C=C/c1ccccc1)N(Cc1ccc2[nH]ccc2c1)C1CC1
-16%[86.2 µM]	CC(C)NC[C@H]1COCc2nc3cc(S(C)(=O)=O)ccc3n21
?	CCCOc1ccc(C(=O)Nc2ccc3nn(-c4ccc(OC)c(Cl)c4)nc3c2)cc1
?	CCc1ccccc1N(C)C(=O)c1cc2c(=O)oc3ccccc3c2s1
36%[activator]	COc1ccc(OC)c(NC(=O)N[C@H](Cc2ccccc2)C(=O)NN)c1
-30%	O=C(N[C@H]1C[C@H]2C(=O)NC[C@@H](CCC(=O)N3CCN(c4ccccc4)CC3)N2C1)C1CC1
-16%	Cc1ccc(CCNC(=O)c2ccc3c(c2)nc2n3CCCCC2)cc1
?	Cn1c(-c2ccc(CN3CC[C@H]4CNC[C@H]43)o2)nc2ccccc21
?	Cc1cc(NCc2cccnc2)n2ncc(-c3ccccc3)c2n1
?	CCOC(=O)C1=CN(CC(=O)Nc2c(C)cccc2CC)S(=O)(=O)N=C1C
-14%	Clc1cccc(Nc2nc3nonc3nc2N2CCCCC2)c1

A portion of the library; the hit share may differ from the screen's.
